High-throughput results (PubChem)
RXFP1 antagonist: qHTS Assay for Antagonists of the Relaxin Receptor RXFP1; Relaxin receptor 1 (Homo sapiens), Q9HBX9; HEK293-RXFP1, relaxin-stimulated cAMP HTRF, 30 min; stronger effect = lower value; activity change, negative = inhibition, % at 57.5 µM; 350,000 tested, 0.59% active; AID 1259400, 2018;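 active = activity change of -60% or lower, but not beyond a set lower limit; inconclusive = change between -60% and -40%, or beyond the set limit; inactive = change above -40%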; note: % is set by controls: 0 for no effect and ±100 for the full control effect
Vif-APOBEC3G blk: qHTS for Inhibitors of Vif-A3G Interactions: qHTS; Potency, µM (top dose mostly 46.1 µM), for inactives: at the top dose activity, negative = active, usual class: inhibitors; 410,000 tested, 0.076% active; DNA dC->dU-editing enzyme APOBEC-3G (Homo sapiens), Q9HC16; HeLa A3G-eYFP + Vif (tagged APOBEC3G with the HIV-1 protein that degrades it), YFP fluorescence, overnight;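 note: potency is the fitted concentration of half-maximal effect; % is set by controls: 0 for no effect and ±100 for the full control effect; nearly all actives have a fitted effect of over 60% in size; hits raise eYFP signal because A3G escapes Vif-driven loss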
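Read-out is eYFP fluorescence (Ex 488/Em 500-530) from Vif-expressing HeLa A3G-eYFP cells; more signal means A3G escaped Vif-mediated degradation. Cells plated overnight, compound pinned in, incubated overnight at 37 deg C.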
D1 antag: Antagonist of Human D 1 Dopamine Receptor: qHTS; D(1A) dopamine receptor (Homo sapiens), P21728; HEK293 TREx D1 cells, calcium flux, dopamine EC80; stronger effect = lower value; activity change, negative = inhibition, % at 10 µM; 360,000 tested, 3.2% active; AID 504652, 2011; in the data active = activity change below about -30%; note: % is set by controls: 0 for no effect and ±100 for the full control effect
Target sequence (P21728 whole entry, looked up): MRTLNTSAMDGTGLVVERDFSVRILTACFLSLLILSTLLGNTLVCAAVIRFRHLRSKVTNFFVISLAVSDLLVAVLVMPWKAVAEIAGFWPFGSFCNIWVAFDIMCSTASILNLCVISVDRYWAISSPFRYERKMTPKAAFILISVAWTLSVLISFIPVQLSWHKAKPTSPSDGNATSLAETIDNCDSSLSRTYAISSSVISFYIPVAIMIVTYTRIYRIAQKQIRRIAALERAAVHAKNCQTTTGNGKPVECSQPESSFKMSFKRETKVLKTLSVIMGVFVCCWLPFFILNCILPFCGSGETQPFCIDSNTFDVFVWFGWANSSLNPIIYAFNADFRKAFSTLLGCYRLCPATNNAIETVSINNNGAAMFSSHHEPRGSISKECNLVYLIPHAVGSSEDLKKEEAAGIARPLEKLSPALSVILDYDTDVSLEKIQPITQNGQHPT
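After overnight tetracycline induction at 30 C, force-coupled D1 HEK293 cells took up a no-wash calcium dye at room temperature. Compounds were added and monitored 180 s, and the response to EC80 dopamine was then recorded.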
Vif-APOBEC3F blk: qHTS for Inhibitors of Vif-A3F Interactions: qHTS | 390,000 tested, 0.2% active | AID 602313, 2012 | HeLa A3F-eYFP + Vif (tagged APOBEC3F with the HIV-1 protein that degrades it), YFP fluorescence increase | Potency, µM (highest dose often 46.1 µM), without a hit: at the top dose activity, negative = active; note: potency is the fitted concentration of half-maximal effect; % of control where 0% means no effect; nearly all actives have a fitted effect of over 65% in size
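Fluorescence increase (Ex 488/Em 500-530) after overnight compound treatment at 37 deg C flags inhibition of Vif-driven A3F-eYFP loss in stable HeLa A3F-eYFP/Vif cells seeded overnight beforehand.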
GRP78 ERSR act: qHTS for Inducers of the Endoplasmic Reticulum Stress Response (ERSR) in Human Glioma: qHTS. U87-MG GRP78 promoter luciferase reporter, 16 h. Potency, µM, for the others: at the highest dose activation, usual class: activators. 420,000 tested, 0.02% active; note: potency is the fitted concentration of half-maximal effect; series mostly up to about 76 µM; % of control where 0% means no effect; nearly all actives have a fitted effect of over 35% in size
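Stably transfected U87-MG human glioma cells carrying a GRP78-based luminescent sensor were seeded at 1000 cells/well, pin-dosed with compounds and incubated 16 h. Luciferase reagent was then added, and end-point luminescence was read after 10 min at room temperature.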
RXFP1 ag: qHTS Assay for Agonists of the Relaxin Receptor RXFP1 | AID 2676, 2010 | 370,000 tested, 0.3% active | HEK293T-RXFP1 cAMP TR-FRET, 30 min; response scale: percent of porcine relaxin response, buffer zero | Relaxin receptor 1 (Homo sapiens), Q9HBX9 | Potency, µM (doses to about 57.5 µM), without a hit: top-dose activation, most hits filed as activators; note: potency is the fitted concentration of half-maximal effect; % is set by controls: 0 for no effect and ±100 for the full control effect; nearly all actives have a fitted effect of over 60% in size; many of its hits are not listed in these tables
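cAMP rise read by TR-FRET after 30 min, 37C compound exposure (up to 58 uM) in RXFP1-transfected HEK293 cells with Ro 20174 present. EC50 from Hill-equation fits, with 29 nM porcine relaxin as 100% and buffer as basal.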
D1 ag: Allosteric Agonists of the Human D1 Dopamine Receptor: qHTS; AID 504660, 2011; activation, % at 2 µM; 360,000 tested, 1% active; HEK293 T-REx D1 cells, calcium flux, agonist mode; D(1A) dopamine receptor (Homo sapiens), P21728; in the data active = activation above about 30%; note: 0% is about no effect
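Inducible HEK293 T-REx D1 cells, force-coupled to calcium signalling, were plated at 4000 cells/well with tetracycline and held overnight at 30 C. After no-wash calcium dye loading, compound-evoked calcium rise over 180 s flagged agonists.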
D2 potentiator: HTS Assay for Positive Allosteric Modulators of the Human D2 Dopamine Receptor: Primary Screen for Potentiators; 340,000 tested, 0.34% active; HEK293 T-REx D2, calcium flux, EC20 dopamine potentiation; AID 485347, 2010; potentiation, % at 10 µM;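 active = potentiation over 3 SD above the plate norm, cut at about 30% in these data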; note: 0% is about no effect
Target sequence (P14416 whole entry, looked up): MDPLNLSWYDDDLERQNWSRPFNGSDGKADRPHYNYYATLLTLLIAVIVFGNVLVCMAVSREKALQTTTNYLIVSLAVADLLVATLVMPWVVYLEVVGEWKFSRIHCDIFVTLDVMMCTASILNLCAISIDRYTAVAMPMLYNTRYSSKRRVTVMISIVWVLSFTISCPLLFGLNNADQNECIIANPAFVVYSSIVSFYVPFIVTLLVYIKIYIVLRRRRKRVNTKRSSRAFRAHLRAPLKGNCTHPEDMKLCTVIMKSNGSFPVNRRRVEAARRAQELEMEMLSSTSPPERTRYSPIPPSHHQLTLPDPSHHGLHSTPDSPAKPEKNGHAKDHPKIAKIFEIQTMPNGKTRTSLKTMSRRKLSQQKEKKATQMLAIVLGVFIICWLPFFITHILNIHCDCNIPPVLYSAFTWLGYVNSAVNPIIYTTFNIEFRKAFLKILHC
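Potentiation of an EC20 dopamine calcium response measured kinetically over 180 s, after a preceding 180 s compound-only read flagging agonists. Cells: inducible Hek293 Trex D2 line, 4000/well, cultured overnight at 30 C before dye loading.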
D1 potentiator: Potentiators of Human D1 Dopamine Receptor: qHTS; 360,000 tested, 0.036% active; potentiation, % at 10 µM; HEK293 TREx D1 cells, calcium flux, dopamine EC20 potentiation; in the data active = potentiation above about 30%; note: 0% is about no effect
Active calls of the source: *; ? = inconclusive; . = not tested or not shown; & = joins results of further samples. Unless noted, calls come from the whole dose curve; as a rule, active = well fitted curve in the direction sought with a large enough effect; inconclusive = small, poorly fitted or top-dose-only effect, or another doubt; inactive = no such curve, though single readings can be large; an effect the other way counts as inactive or inconclusive. The list is partial; count on the stated rates, not on these rows.

SMILES	RXFP1 antagonist	Vif-APOBEC3G blk	D1 antag	Vif-APOBEC3F blk	GRP78 ERSR act	RXFP1 ag	D1 ag	D2 potentiator	D1 potentiator
CCOC(=O)n1c(=O)n(Cc2ccc(Cl)c(Cl)c2)c2ccccc21	-10	-7%	18	1%	-4%	0.6%	11	0	3
CC1CCN(S(=O)(=O)c2ccc(Cl)cc2Br)CC1	-7	2%	40	3%	-2%	-0.2%	1	4	3
COc1ccc(N2CCN(S(=O)(=O)CCNC(=O)Cc3ccc(Cl)cc3)CC2)cc1	-12	4%	-9	4%	-3%	16%	2	15	-1
O=C(O)c1ccc2c(c1)ncn2-c1ccc(F)c(F)c1	.	-17%	1	-1%	4%	-2.8%	-1	-3	-2
CN(CCO)C1=CC(=O)CC(C)(C)C1	-17	0%	8	-1%	-3%	0.0%	1	2	14
NC(=S)N/N=C1\CCOc2ccc(Cl)cc21	-4	-9%	-6	?	1%	-0.1%	4	3	4
Cn1c(=O)[nH]c(=O)c2c1nc(Sc1ccccc1)n2CCc1ccccc1	.	0%	1	3%	-3%	1.8%	2	8	.
O=C(N/N=C/c1ccccn1)c1ccccc1	-1	0%	-18	1%	-9%	-0.8%	2	-10	-2
Cc1ccc(-c2ccc(CN3C(C(C)C)C(=O)N(Cc4cn(CCC5OCCCO5)nn4)CCS3(=O)=O)cc2)cc1 (stereo not drawn)	-12	1%	.	7%	-5%	.	.	.	.
O=C(Cc1ccccc1)NC(=S)Nc1ccc(N2CCCCC2)cc1	-11	-3%	-7	-8%	-2%	0.2%	4	6	-3
CCOc1ccc(CCNC(=O)c2ccc3ccccc3n2)cc1OCC	-16	-4%	-12	-1%	10%	0.9%	4	5	-1
CCCc1nc2c(=O)[nH]c3ccccc3c2o1	2	3%	-13	-15%	-2%	-0.4%	4	3	-4
CCN(CC)S(=O)(=O)c1cccc(N2CC(O)=C(c3ccccc3)C2=N)c1	12	0%	-22	4%	-1%	5.3%	1	4	-4
S=C(NCc1ccncc1)Nc1ccccc1	-11	-1%	.	-11%	2%	0.8%	-1	7	-5
CCOC(=O)c1ccc(NC(=O)CN2C(=O)COc3ccc(Cl)cc32)cc1	.	-4%	-11	-4%	0%	3.5%	-1	-4	-5
COCCCN(C(=O)C1=COCCO1)c1c(N)n(Cc2ccccc2)c(=O)[nH]c1=O	4	-6%	.	8%	-4%	.	.	.	.
COc1cccc(NS(=O)(=O)c2ccc3[nH]cc(C(=O)NC4CCCCC4)c(=O)c3c2)c1	.	-11%	-12	-9%	-5%	3.7%	4	-3	3
CCC(=O)Nc1cccc(C(=O)OCc2cccc([N+](=O)[O-])c2)c1	-2	-9%	3	2%	-1%	5.4%	2	-5	-10
CSc1ncccc1C(=O)OCC(=O)NC1CCS(=O)(=O)C1 (stereo not drawn)	.	0%	5	-2%	-4%	5.2%	1	4	-4
CCOc1ccc(NC(=O)CN2C(C(=O)OC)=C(c3ccccc3)c3cc(Cl)ccc3S2(=O)=O)cc1	.	-6%	-11	2%	-4%	0.0%	5	-5	0

Rewritten comma-delimited: part of the list above.
SMILES,RXFP1 antagonist,Vif-APOBEC3G blk,D1 antag,Vif-APOBEC3F blk,GRP78 ERSR act,RXFP1 ag,D1 ag,D2 potentiator,D1 potentiator
COc1cccc(NS(=O)(=O)c2ccc3[nH]cc(C(=O)NC4CCCCC4)c(=O)c3c2)c1,.,-11%,-12,-9%,-5%,3.7%,4,-3,3
CCOc1ccc(NC(=O)CN2C(C(=O)OC)=C(c3ccccc3)c3cc(Cl)ccc3S2(=O)=O)cc1,.,-6%,-11,2%,-4%,0.0%,5,-5,0

Remaining list, next part:
SMILES	RXFP1 antagonist	Vif-APOBEC3G blk	D1 antag	Vif-APOBEC3F blk	GRP78 ERSR act	RXFP1 ag	D1 ag	D2 potentiator	D1 potentiator
CCOc1ccc(N(CC(=O)NCCSCc2ccc(Cl)cc2)S(C)(=O)=O)cc1	1	2%	12	9%	0%	0.0%	2	4	-4
O=C1C=C(c2ccc3ncccc3c2)C[C@@H](c2ccc(Cl)cc2)C1	.	-8%	-15	-4%	?	-2.4%	1	17	4
CCOC(=O)c1ccccc1NC(=O)Cc1sc(-c2cccnc2)nc1-c1ccc(C)cc1	.	.	0	.	.	1.0%	5	-5	2
COc1cc(/C=N/NC(=O)CNC(=O)/C=C/c2ccco2)cc(OC)c1OC	-26	-15%	2	-1%	2%	-1.1%	3	-1	-3
O=C1C2CC=CCC2C(=O)N1c1ccc(NCCc2cccc(F)c2)c([N+](=O)[O-])c1 (stereo not drawn)	8	2%	-10	-1%	-4%	0.7%	4	8	3
Cc1cc(Nc2ccc(Cl)cc2)n(-c2cccc(Cl)c2)n1	-39	-11%	-15	-2%	-7%	0.3%	1	-1	-2
O=c1[nH]nc(-c2cccs2)c2ccccc12	-1	-7%	2	0%	-3%	0.3%	2	-2	-3
O=C(Nc1cccnc1)C1(c2ccc(Cl)cc2)CCCC1	-1	1%	-11	5%	-5%	0.7%	2	-7	7
O=C(NCC1CCCO1)C1c2ccccc2C(=O)N1C1CCCCCCC1 (stereo not drawn)	.	3%	-23	2%	-2%	0.4%	2	11	-9
Cc1ccc(S(=O)(=O)n2cnc3ccccc32)cc1[N+](=O)[O-]	5	0%	5	-2%	-5%	-1.8%	2	.	3
Cc1cccc(NC(=O)C2CCCN(S(=O)(=O)c3ccc4[nH]c(=O)ccc4c3)C2)c1 (stereo not drawn)	?	-7%	-1	5%	-5%	17%	7	1	-2
CCOC(=O)c1cc2[nH]c3ccccc3c2[n+](-c2ccc([N+](=O)[O-])cc2)c1N	-5	5%	-3	-10%	-3%	1.9%	3	0	-7
CCOC(=O)C1CCCN(C2CC(=O)N(c3ccc(NC(C)=O)cc3)C2=O)C1 (stereo not drawn)	?	-4%	-15	-5%	-4%	3.8%	3	0	-4
CCCCNC(=O)O[C@@H]1C[C@H]2CCCC(=O)N3CC[C@@H](C1)[C@@H]23	.	-7%&-1%	-22	-17%	-2%&-3%	1.7%	1	7	-14
COc1ccc(NC(=O)c2c(C(F)(F)F)nn(C)c2SCc2ccccc2Cl)cc1	-10	-1%	-10	-3%	-3%	-1.0%	3	-8	-2
COc1ccc(S(=O)(=O)Nc2ccc(Nc3ccccc3)cc2)cc1	-10	-5%	.	-12%	-2%	.	.	.	.
Cc1ccc(CSc2nnc([C@@H]3CCCN3C(=O)OC(C)(C)C)o2)cc1	-6	-2%	-26	9%	-2%	0.1%	1	9	-5
CC(OC(=O)C1CC(=O)N(Cc2ccco2)C1)C(=O)Nc1ccc(F)cc1Cl (stereo not drawn)	0	2%	-3	-6%	6%	-1.4%	-1	3	-9
N#CC(c1ccccc1)c1cccc(Cl)n1 (stereo not drawn)	4	3%	14	-2%	-3%	0.6%	-1	8	-4
CCOc1ccc(S(=O)(=O)Nc2ccc3c(c2)CCCN3S(=O)(=O)c2ccc(C)cc2)cc1	3	-14%	-3	0%	3%	1.7%	2	16	-1
Cc1ccc(CNC(=O)C2CCN(S(=O)(=O)c3cccnc3)CC2)cc1	-2	-3%	-1	1%	-3%	2.3%	1	10	-3
CCO[C@H]1OC(C(=O)Nc2ccccc2)=C[C@@H](c2cn(C(C)=O)c3ccccc23)[C@@H]1CCCO	.	-2%	-11	4%	0%	0.6%	2	-1	1
Cc1ccc(C(C(=O)NC(C)(C)C)N(Cc2ccco2)C(=O)CCC(=O)Nc2ccccn2)cc1 (stereo not drawn)	5	0%	9	-2%	-3%	-1.3%	2	-5	-3
COc1ccc(CCN2C(=O)C3C4CC(C5C(C(=O)O)=NOC45)C3C2=O)cc1OC (stereo not drawn)	8	1%	0	-11%	-2%	0.8%	3	7	-6
CS(=O)(=O)N(Cc1ccccc1)c1ccc(C(=O)Nc2cccnc2)cc1	-22	-6%	-2	0%	-5%	1.5%	5	-17	-7
O=C(NCCc1ccccc1)C(=O)N/N=C/c1ccccc1C(F)(F)F	-3	-2%	4	-3%	2%	2.2%	-2	-10	2
COc1ccc(/C=C(/NC(C)=O)C(=O)O)cc1	.	1%	7	1%	-2%	0.0%	3	-8	4
Cc1ccc(NS(=O)(=O)c2ccc(C(=O)NCCN3CCOCC3)cc2)cc1	-9	-1%	.	-36%	0%	.	.	.	.
O=C1CSC(c2cccnc2)N1Cc1ccc(Cl)c(Cl)c1 (stereo not drawn)	-11	-1%	7	-3%	-2%	-1.6%	22	11	-8
CCOC(=O)C1CCCN(C(=O)Nc2ccccc2)C1 (stereo not drawn)	14	-1%	4	-4%	-2%	-0.7%	1	-3	4
O=C1C2C3C=CC(C3=C3CCCCC3)C2C(=O)N1Cc1ccccc1 (stereo not drawn)	-7	-1%	-14	0%	-4%	0.1%	8	-4	6
CCOC(=O)C1=C(N)OC2=C(C(=O)CCC2)C1c1ccccc1OCC (stereo not drawn)	-8	0%	-6	-7%	-3%	-1.3%	2	.	-1
COc1ccc2c(ccc[n+]2[O-])c1	2	-3%	.	-5%	1%	.	.	.	.
C=CCN1C(=O)c2ccc(C(=O)N(CC)CC(=O)Nc3c(F)cccc3F)cc2C1=O	-1	1%	8	0%	0%	0.0%	5	-10	-5
COc1ccc(N(C)C(=O)c2sc(Cl)nc2C)cc1	-9	-7%	-23	1%	0%	1.3%	3	.	-3
CCC(c1nnc(SCC(=O)Nc2cccc(S(N)(=O)=O)c2)n1Cc1ccccc1)N(C)C (stereo not drawn)	2	4%	-5	-1%	-5%	2.7%	1	0	4
Cc1cc(C)n2nc(C(=O)OCC(=O)Nc3ccc(F)cc3F)nc2n1	-1	2%	-10	-9%	-2%	-0.1%	0	5	-4
